Screening results (PubChem BioAssay)
GPR151 ag – activators of human GPR151, primary screen, cell-based, PathHunter beta-arrestin, luminescence; G-protein coupled receptor 151 (Homo sapiens), Q8TDV0; PathHunter beta-arrestin GPR151 cells; activation, % at 11.2 µM; 650,000 compounds, 1% hits; in the data active = activation above about 4.9%;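 also: 0% = median of compound wells and 100% = cells with positive control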
Target sequence (Q8TDV0 whole entry, looked up): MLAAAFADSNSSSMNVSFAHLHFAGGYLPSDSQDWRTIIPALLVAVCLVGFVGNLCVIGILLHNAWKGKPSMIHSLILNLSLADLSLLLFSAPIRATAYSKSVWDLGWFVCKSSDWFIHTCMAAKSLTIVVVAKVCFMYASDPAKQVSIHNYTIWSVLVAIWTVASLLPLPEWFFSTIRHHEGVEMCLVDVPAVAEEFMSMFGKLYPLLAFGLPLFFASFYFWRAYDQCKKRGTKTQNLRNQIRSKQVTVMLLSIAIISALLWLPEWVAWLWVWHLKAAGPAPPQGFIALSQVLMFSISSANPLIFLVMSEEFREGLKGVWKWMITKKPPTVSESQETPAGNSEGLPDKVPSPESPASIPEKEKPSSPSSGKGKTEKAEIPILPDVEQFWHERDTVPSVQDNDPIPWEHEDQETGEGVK
TEAD-YAP inh – TEAD-YAP interaction inhibition, primary screen, TEAD-YAP interaction inhibitor project, luminescence, HEK-TIYL cells; TEAD-Gal4/YAP UAS-luciferase luminescence; 640,000 compounds, 1.4% hits; inhibition, % at 9.12 µM; in the data active = inhibition above about 32%;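 also: 0% = median of test compound wells and 100% = reference inhibitor wells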
FBW7 act – FBW7 E3 ligase activators, primary screen, biochemical, AlphaScreen, human | F-box/WD repeat-containing protein 7 (Homo sapiens), Q969H0 | AlphaScreen FBW7–phospho-cyclin E peptide binding, activator screen | normalized activity (activation), % at 26.1 µM | 650,000 compounds, 0.13% hits | AID 1259310, 2017; in the data active = normalized activity above about 1.9%;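 also: purified mutant Fbw7 with reduced substrate affinity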
MITF primary – MITF inhibitors, primary screen, biochemical, AlphaScreen, human. Microphthalmia-associated transcription factor (Homo sapiens), O75030. AlphaScreen MITF homodimerization, bead proximity signal. inhibition, % at 2.6 µM. 650,000 compounds, 0.91% hits. AID 1259374, 2018; in the data active = inhibition above about 50%;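 also: 0% = vehicle wells with protein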
Target sequence (O75030 whole entry, looked up): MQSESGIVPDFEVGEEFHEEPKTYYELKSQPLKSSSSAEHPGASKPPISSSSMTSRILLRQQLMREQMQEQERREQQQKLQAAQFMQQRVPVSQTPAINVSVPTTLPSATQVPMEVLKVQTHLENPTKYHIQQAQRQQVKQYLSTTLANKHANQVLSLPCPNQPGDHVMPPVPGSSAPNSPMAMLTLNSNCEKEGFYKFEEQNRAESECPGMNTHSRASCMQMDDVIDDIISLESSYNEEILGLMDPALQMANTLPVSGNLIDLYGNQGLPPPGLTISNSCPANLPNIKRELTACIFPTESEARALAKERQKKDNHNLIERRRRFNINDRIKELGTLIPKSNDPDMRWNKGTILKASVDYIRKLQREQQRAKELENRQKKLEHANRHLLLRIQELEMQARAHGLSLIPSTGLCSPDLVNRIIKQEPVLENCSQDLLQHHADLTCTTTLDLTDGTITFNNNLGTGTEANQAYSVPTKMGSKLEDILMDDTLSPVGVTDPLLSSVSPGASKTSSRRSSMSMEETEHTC
An asterisk follows results filed as active; & = joins results of further samples; ! = not confirmed by another sample. The order is random; 3.4% or so of the library scored in one or more.

SMILES | GPR151 ag | TEAD-YAP inh | FBW7 act | MITF primary
COC(=O)c1cc(N=Nc2sc(N)nc2C)cc(C(=O)OC)c1 | -1.2 | 4 | 0.9 | 20
O=C(CNC(=O)c1cccc(F)c1)N/N=C/c1ccc(F)cc1 | -0.1 | -1 | 0.0 | 4
CNCC(O)c1ccc(O)c(O)c1 (centres undefined) | -0.6&0.0&-1.5 | 5 | -0.3&-0.3&-0.2 | 84*!
O=C(CSc1nc2ccsc2c(=O)n1CC1CCC(C(=O)O)CC1)c1ccc(F)cc1 (centres undefined) | 0.5 | 0 | 0.2 | 4
CN(C)/N=C/c1ccc(C(=O)NC(=O)C(F)(F)F)o1 | 1.9 | 0 | 0.0 | 8
Cc1cnc(CNC(=O)CC2C(=O)NCCN2CC(c2ccccc2)c2ccccc2)[nH]1 (centres undefined) | -1.0 | 2 | 0.1 | 14
CC(Oc1ccccc1)C(=O)NC1CCN(Cc2ccccc2)CC1 (centres undefined) | -0.6 | 9 | 0.1 | 19
CC(NC(=O)c1cc(F)ccc1F)c1nnc2n1CCN(Cc1ccc(F)c(F)c1)CC2 (centres undefined) | -1.1 | -3 | 0.3 | -26
CS(=O)(=O)CCC(C(=O)n1nnc2ccccc21)N1C(=O)c2ccccc2C1=O (centres undefined) | -0.6 | 5 | 0.1 | 1
Cc1cccc(CS(=O)(=O)Cc2ccc(C(=O)O)o2)c1 | 0.3 | 2 | -0.1 | 7
CC(=O)Oc1ccc2nc(-c3ccc(Br)cc3)oc(=O)c2c1 | -2.1 | 9 | -0.4 | -3
COc1ccccc1NC(=O)C1CCN(C(=O)c2ccc([N+](=O)[O-])cc2)CC1 | 0.0 | -2 | 0.1 | 15
CN=c1scc(-c2cc(OC)ccc2OC)n1/N=C1\CCc2ccccc21 | 0.6 | 16 | 0.0 | 12
CCOc1ccc(OCC)c(NC(=O)CCN2C(=O)C3C4C=CC(C4)C3C2=O)c1 (centres undefined) | -0.1 | 0 | 0.1 | -3
CCCN(CCC)CCN1C(=O)C2C(C(=O)Nc3ccc(C)c(Cl)c3)C3C=CC2(O3)C1C(=O)NC1CCCCC1 (centres undefined) | 0.7 | 3 | -0.1 | -11
CSC1=C(C#N)C(c2ccc(Cl)cc2)C(C(C)=O)=C(C)N1 (centres undefined) | -1.0 | 4 | 0.7 | 14
O=C(Nc1ccc(S(=O)(=O)N2CCCCC2c2cccnc2)cc1)c1ccccc1Cl (centres undefined) | 0.5 | 5 | 0.2 | 16
CCOC(=O)CSc1nc2ccccc2c(=O)n1CC1COc2ccccc2O1 (centres undefined) | -2.1 | 1 | 0.8 | 14
C=C1Cn2c(nnc2-c2ccc(Cl)cc2)S1 | -0.7 | -4 | 0.2 | 9
CCCOC(=O)C1=C(C)NC(=O)NC1c1cc(OC)ccc1OC (centres undefined) | -0.2 | 4 | 0.0 | 13
CCC(CC)C(=O)Nc1c2c(nn1-c1ccccc1C)CS(=O)(=O)C2 | -2.3 | 2 | -0.2 | 3
Cc1c(C(=O)Nc2c(F)cc(F)cc2Br)sc2ncnc(N3CCCCC3)c12 | 2.3 | -5 | -0.1 | -4
CCN(CC)c1ccc(/C=C(\C#N)C(=O)Nc2ccccc2)c(OC)c1 | 1.8 | 5 | 0.0 | -14
COC(=O)c1ccc(C)c(NS(=O)(=O)c2ccc(F)cc2)c1 | -2.2 | -4 | 0.1 | -1
CCOC(=O)C1=C(C)N=c2s/c(=C\c3ccc(F)cc3)c(=O)n2C1c1ccc(OC)cc1 (centres undefined) | -1.0 | 9 | -0.3 | -7
O=C(CNc1cccc(Cl)c1)N/N=C/c1ccccn1 | 2.8 | -2 | -0.2 | 7
Cc1nc(CNC(=O)CC2C(=O)NCCN2Cc2ccc(F)cc2)cs1 (centres undefined) | 0.2 | 2 | -0.1 | -24
CCOC(=O)c1c(NC(=O)c2cc(C3CC3)on2)sc(C)c1C | -1.2 | 4 | -0.1 | -14
Cc1cccc(NC(=O)CSC2=C(C#N)C(c3ccc(Cl)cc3Cl)CC(=O)N2)c1C (centres undefined) | -0.8 | 2 | 0.0 | -3
CCN(CC)c1nc(Nc2ccccc2)nc(Oc2ccc(=O)n(C)n2)n1 | 0.2 | -5 | -0.1 | -2

Entries above containing bromine:
SMILES | GPR151 ag | TEAD-YAP inh | FBW7 act | MITF primary
CC(=O)Oc1ccc2nc(-c3ccc(Br)cc3)oc(=O)c2c1 | -2.1 | 9 | -0.4 | -3
Cc1c(C(=O)Nc2c(F)cc(F)cc2Br)sc2ncnc(N3CCCCC3)c12 | 2.3 | -5 | -0.1 | -4

Entries of single compounds, quoted from the list. Screens in order: GPR151 ag	TEAD-YAP inh	FBW7 act	MITF primary
Shown for CCN(CC)c1nc(Nc2ccccc2)nc(Oc2ccc(=O)n(C)n2)n1 → 0.2	-5	-0.1	-2
Shown for Cc1cccc(NC(=O)CSC2=C(C#N)C(c3ccc(Cl)cc3Cl)CC(=O)N2)c1C (centres undefined) → -0.8	2	0.0	-3
Shown for Cc1nc(CNC(=O)CC2C(=O)NCCN2Cc2ccc(F)cc2)cs1 (centres undefined) → 0.2	2	-0.1	-24
Shown for CCN(CC)c1ccc(/C=C(\C#N)C(=O)Nc2ccccc2)c(OC)c1 → 1.8	5	0.0	-14
Shown for CCOC(=O)c1c(NC(=O)c2cc(C3CC3)on2)sc(C)c1C → -1.2	4	-0.1	-14

Next section
SMILES | GPR151 ag | TEAD-YAP inh | FBW7 act | MITF primary
CCOc1ccc(/C=C(/NC(C)=O)C(=O)O)cc1 | -0.1 | -1 | -0.1 | 5
O=C(O)c1cnc(SCc2ccccc2)[nH]c1=O | -1.5 | -4 | -0.4 | 7
Cc1ccccc1NC(=O)C1C(=O)NC23CCCCC2C1c1ccccc1O3 (centres undefined) | 1.0 | 4 | 0.1 | -13
O=C(c1ccc(Br)o1)N1N=C(c2c(-c3ccccc3)c3cc(Br)ccc3[nH]c2=O)CC1c1ccccc1 (centres undefined) | -0.5 | -3 | 0.6 | 17
COc1ccc(NC(=O)c2ccccc2Cl)cc1 | -5.3 | -12 | 0.3 | 8
COc1ccc(CNc2cc(C)nc(Nc3ccc(OC)cc3)n2)cc1 | 0.1 | 10 | -0.1 | -4
Clc1ccc(-c2nc3ccccc3o2)c(Cl)c1 | -1.8 | -55 | -0.1 | -7
CCOC(=O)c1c(CN2CCCCC2C)n(-c2ccccc2)c2cc(Br)c(OC)cc12 (centres undefined) | 0.1 | -4 | 0.0 | 5
Cc1cc(N2CCOCC2)nc2ccc(NC(=O)/C=C/c3ccc(Br)cc3)cc12 | 0.2 | 8 | -0.1 | -6
C[C@H](NC(=O)c1cccs1)c1nc(-c2ccncc2)n[nH]1 | 0.0 | -2 | 0.2 | 15

Just FBW7 act, for some of the entries so far:
compound,FBW7 act
COc1ccc(NC(=O)c2ccccc2Cl)cc1,0.3
O=C(c1ccc(Br)o1)N1N=C(c2c(-c3ccccc3)c3cc(Br)ccc3[nH]c2=O)CC1c1ccccc1 (centres undefined),0.6
C[C@H](NC(=O)c1cccs1)c1nc(-c2ccncc2)n[nH]1,0.2
COc1ccc(CNc2cc(C)nc(Nc3ccc(OC)cc3)n2)cc1,-0.1
O=C(O)c1cnc(SCc2ccccc2)[nH]c1=O,-0.4

(more compounds)
SMILES | GPR151 ag | TEAD-YAP inh | FBW7 act | MITF primary
Cc1ccc(SCC(=O)Nc2cccc(F)c2)cc1 | 6.4* | -57 | -0.1 | -10
NC(=O)COc1ccc(/C=C2\C(=O)ON=C2c2ccccc2)cc1 | -0.5 | -16 | 0.1 | 17
COc1ccc(O)c(CNn2c(-c3ccc(OC)c(OC)c3)nc3ccccc3c2=O)c1 | 0.7 | 3 | 0.0 | 7
Cc1ccc(N2CC(C(=O)Nc3nc4ccccc4s3)CC2=O)cc1 (centres undefined) | 0.2 | 11 | -0.1 | -3
CCOc1ccc2nc(NC(=O)c3cc(OC)c(OC)c(OC)c3)sc2c1 | -1.2 | 6 | 0.0 | -6
Oc1ccc(-c2nc3cnccn3c2NCc2ccco2)cc1O | -0.5 | -9 | -0.1 | -1
O=C(c1ccccc1Cl)n1cnc2ccccc21 | -0.9 | 5 | 0.4 | 7
COc1ccc(C(=O)N2CCN(C)C[C@@H]2C(C)C)cc1OC1CCN(C(C)=O)CC1 | 2.4 | -5 | 0.0 | 5
O=C(Nc1cc(F)cc(F)c1)c1ccc(NCc2ccc(Cl)c(Cl)c2)c([N+](=O)[O-])c1 | -0.3 | -1 | 0.0 | 9
c1ccc(Cc2nc3ccc(Cc4ccc5nc(Cc6ccccc6)oc5c4)cc3o2)cc1 | 0.4 | -4 | 0.1 | 1
CCOC(=O)c1cnc2ccc(OCC)cc2c1Nc1ccc(OC)cc1OC | 1.8 | 3 | -0.1 | 17
O=C(NC1CCCCC1)C(c1ccncc1)N(Cc1cccs1)C(=O)C(F)(F)F (centres undefined) | -0.6 | 10 | 0.0 | 5
CCC(=O)Nc1ccc(Nc2nc(Cl)nc(Nc3ccc(NC(=O)CC)cc3)n2)cc1 | 0.0 | 5 | 0.1 | -6
CCc1cc(=O)oc2c(C)c(OC(C)=O)ccc12 | 0.6 | 12 | 0.4 | 23
Cc1ccc(C(c2ccc(C)o2)c2cc3c(cc2[N+](=O)[O-])OCO3)o1 | 3.5 | -13 | -0.1 | 7
CN(C)C(=O)CSc1nnc(-c2cccc([N+](=O)[O-])c2)o1 | -0.2 | -20 | 0.0 | 11
CCOCCOC(=O)C1=C(C)NC(=O)NC1c1cccc(Cl)c1 (centres undefined) | -0.3 | 4 | 0.1 | -1
COc1ccccc1N1CC(C)Cn2c1nc1c2c(=O)n(Cc2ccccc2F)c(=O)n1C (centres undefined) | -0.8 | -5 | -0.5 | -3
CCC(CC)c1nnc(NC(=O)Oc2ccccc2)s1 | -0.8 | 2 | 0.1 | -17
CCc1ccc(NC2=NCC(=O)N2c2ccc3c(c2)OCCO3)cc1 | 0.1 | 3 | 0.0 | -7
O=C(C1CC(=O)N(Cc2ccccc2)C(=Nc2ccc(Cl)cc2)S1)N1CCN(c2ccc([N+](=O)[O-])cc2)CC1 (centres undefined) | 3.9 | 6 | 0.1 | 21
COc1ccc2c(=O)c(C(=O)NCc3ccccc3)c[nH]c2c1 | 0.7 | 2 | -0.2 | 2
CN(C)S(=O)(=O)c1ccc(S(=O)(=O)N2CCC(O)CC2)cc1 | 0.0 | 6 | -0.2 | -4
C=CCOc1ccc(Cl)cc1/C=C(/C#N)c1[nH]nc(N)c1C#N | 1.8 | 0 | 0.1 | 2
CC(=O)Nc1ccc(NC(=O)C(=O)NC2CCC(C)CC2)cc1 (centres undefined) | -0.2 | -4 | 0.2 | 11
CCOC(=O)Cn1nnnc1CN(Cc1ccco1)Cc1cc2cccc(C)c2[nH]c1=O | 0.2 | -9 | 0.2 | 17
COc1ccc(CNS(=O)(=O)c2ccc(F)c(C(=O)Nc3ccc(C)c(F)c3)c2)cc1 | 2.2 | -3 | 0.0 | 2
Cc1cc(C)c(S(=O)(=O)NCCc2cn3ccccc3n2)c(C)c1 | 1.2 | 7 | 0.2 | -10
Cc1occc1C(=O)Nc1sc2c(c1C(N)=O)CCC2 | 1.1 | -46 | 0.2 | -7
O=S(=O)(Cc1ccccc1)Nc1ccc(S(=O)(=O)N2CCc3ccccc32)cc1 | -0.8 | 3 | -0.1 | 3
COCCCNc1nc(CN2CCN(c3ccc(OC)cc3)CC2)nc2ccc(C)cc12 | -0.5 | -3 | 0.1 | -3
COC(=O)c1nc(-c2ccc(C)cc2)oc1N(C)C | 0.2 | -5 | 0.0 | 16
O=C(CC1SC(N2CCCC2)=NC1=O)OCc1cccc2ccccc12 (centres undefined) | 0.1 | 8 | 0.2 | -3
CCOC(=O)C1=C(C)NC2=C(C(=O)C(C(=O)OC)C(C)C2)C1c1ccc2c(c1)c1ccccc1n2CC (centres undefined) | -2.3 | 6 | 0.1 | -3
NS(=O)(=O)c1cccc(NC(=O)CC2(CC(=O)O)CCCC2)c1 | 0.1 | 2 | 0.0 | 4
CC1=NN(c2ccc(F)cc2)C(=O)/C1=C/c1ccc(-c2ccc3c(c2)C(=O)NC3=O)o1 | -0.7 | 7 | 0.1 | 21
CCNC(=O)c1nnn(-c2nc3c(s2)CCCC3)c1C | -0.5 | -5 | 0.1 | -8
O=[N+]([O-])c1ccc(CSc2nnc(-c3ccccc3)c(-c3ccccc3)n2)cc1 | 0.1 | 1 | -0.1 | -1
Cc1nn(C)cc1-c1nc2cnccn2c1NCc1cccs1 | -0.8 | -4 | -0.1 | -12
O=C(CSCc1ccc([N+](=O)[O-])cc1)NCc1ccco1 | -0.5 | 3 | -0.2 | 0
COc1cccc(/C=N/n2c(C)cc(C)c(C#N)c2=O)c1 | -0.1 | -8 | 0.1 | 3
CCOC(=O)c1[nH]ncc1[C@@H]1C[C@H]2CN(C3CCN(C)CC3)C(=O)[C@]23CCCN13 | -2.5 | -2 | 0.4 | 1
CCCCNC(=O)NC1=NN=C2N=C(C)C=C(C)C21 (centres undefined) | 0.2 | -2 | -0.1 | -2
COc1cc([N+](=O)[O-])c(N2CCOCC2)c([N+](=O)[O-])c1OC | 5.4* | -4 | -0.1 | -4
C=CCc1ccccc1OCCOCCN1CCOCC1 | 2.6 | -2 | 0.1 | 72*
COC(=O)C1=C(N)OC2=C(C(=O)CC(c3ccccc3)C2)C1c1cccc(Br)c1 (centres undefined) | 0.1 | -3 | 0.4 | 6
